ERK EGF block: inhibitors of EGF-stimulated ERK signaling pathway; 130,000 tested, 0.41% active; Potency, µM (titrated, usually from 11.5 µM), without a hit: at the top dose activity change, negative = inhibition, usual class: inhibitors; HEK293-V1b, EGF-stimulated phospho-ERK AlphaScreen; active = well fitted inhibition curve with a large enough effect; inconclusive = small, poorly fitted or top-dose-only effect, or effect the other way;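 also: plate controls were stimulated vehicle wells for no effect and unstimulated vehicle basal for full effect; nearly all actives have a fitted effect of over 55% in size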
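Stably V1b-transfected HEK293 cells; 30 min compound, then EGF 25 nM final for 5 min at 37C; 10 min lysis; phospho-ERK by AlphaScreen after 5 hr beads at room temperature.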
* marks the source's active call; other numbers are inactive results; ? = inconclusive; [ ] = another dose, or the depositor's remark. Potency is read from the fitted curve at half-maximal effect. The list is partial; rates above refer to the full screens.

smiles	ERK EGF block
COc1ccc(NC(=O)c2ccc3c(=O)n(-c4ccc(OC)cc4OC)c(=S)[nH]c3c2)cc1	5%
CCN1CCCC1CNC(=O)C(=O)NC(C)c1ccccc1 (centres undefined)	-3%
Fc1cccc(F)c1-n1c(CN2CCCCC2)csc1=S	-2%
C=CCN1C=C2C(=O)C(C)(OC(=O)C3CCCC3)C(=O)C=C2C=C1c1ccsc1 (centres undefined)	-7%[57.5 µM]
Nc1nnc(SCC(=O)OCC(=O)Nc2ccccc2)s1	-11%
Cc1ccc(S(=O)(=O)Nc2nc3ccccc3nc2NCc2ccc3c(c2)OCO3)cc1C	-16%
CN(c1ccc(C(=O)N2CCc3ccccc3C2)cc1)S(C)(=O)=O	-5%
COc1ccc(NC(=O)c2nc[nH]c2C(=O)N2CCC(C)CC2)cc1	-3%[57.5 µM]
CCCOc1ccc(CSC(=N)N)cc1C(=O)OC	9%[57.5 µM]
Cc1ccc(/C=N/NC(=O)Cn2nnc(N)n2)o1	-2%[57.5 µM]
COc1ccc(NC(C)=O)cc1NC(=O)c1ccc(C#N)cc1	0%
COc1ccc(OC)c(NC(=O)CN(C)CC(=O)Nc2ccccc2Br)c1	2%
O=C(CN1C(=O)c2ccccc2C1=O)Nc1ccc(S(=O)(=O)N2CCOCC2)cc1	-10%[57.5 µM]
CS(=O)(=O)N1CCC2(CCCN(c3ncccn3)C2)CC1	-3%
COCC(=O)Nc1nc(-c2ccc(C)cc2)c(C)s1	-6%
COc1ccc(NC(=O)Cn2cnc3c(nnn3-c3ccc(C)cc3)c2=O)cc1	-7%
O=C(O)C/C=C(/NC(=O)OCc1ccccc1)C(=O)OCc1ccccc1	2%
Cc1cc(C(=O)N2CCc3c([nH]c4ccccc34)C2c2c(F)cccc2Cl)no1 (centres undefined)	-3%
Cc1cccc(NC(=O)CSc2cc(C(=O)c3nccn3C)c3ccccc3n2)c1	-5%
CCCCC(=O)NC(=S)Nc1cc([N+](=O)[O-])ccc1OC	-5%

Five entries from above in another layout:
ERK EGF block	compound
2%	COc1ccc(OC)c(NC(=O)CN(C)CC(=O)Nc2ccccc2Br)c1
-10%[57.5 µM]	O=C(CN1C(=O)c2ccccc2C1=O)Nc1ccc(S(=O)(=O)N2CCOCC2)cc1
-3%	CS(=O)(=O)N1CCC2(CCCN(c3ncccn3)C2)CC1
-6%	COCC(=O)Nc1nc(-c2ccc(C)cc2)c(C)s1
-7%	COc1ccc(NC(=O)Cn2cnc3c(nnn3-c3ccc(C)cc3)c2=O)cc1

(list continues)
smiles	ERK EGF block
COCCNC(=O)/C(=C/c1ccccc1Cl)c1ccccc1	-7%
COc1ccc2nc(N=Nc3ccc(O)c4ccccc34)sc2c1	7.1µM*
O=C(CSc1ccccn1)Nc1ccc2c(c1)C(=O)c1ccccc1C2=O	-4%
C/C(=N\Nc1ccc2nncn2n1)c1cccs1	3%[57.5 µM]
CC(=O)Oc1ccc(/C=N/NC(=S)Nc2ccccc2)cc1	4%
COc1ccc(N=C2NC(=O)/C(=C\C=C\c3ccco3)S2)cc1	?
CNC(=S)N/N=C/c1c(C)nn(-c2ccc(F)cc2)c1Cl	-5%
CC(C)(C)/C(Cn1cncn1)=N\OC(=O)Nc1ccc(Cl)cc1	3%
CCCCC(=O)Nc1ccc(NC(=O)c2ccc([N+](=O)[O-])cc2)cc1OC	3%
CCCCn1c(=O)[nH]c(=O)c2c1nc(-c1ccc(OCCC)c(OCC)c1)n2CCOC	-1%
CC1CCN(C(=O)c2cc(Cl)nc3ccccc23)CC1	1%
Cc1cc(C(F)(F)F)n2[nH]c(=O)c(N=Nc3ccccc3)c2n1	-2%
C/C(=N\NC(=O)c1cccc(N2CCCC2=O)c1)c1ccc(N)cc1	0%
COc1ccc(OCC(O)CNC(=O)Nc2cccc3ccccc23)cc1 (centres undefined)	-10%[57.5 µM]
CC(=O)NC(C)c1nc2ccccc2n1CC(=O)N1C(C)CCCC1C (centres undefined)	12%
CC1=Cc2ccccc2C(C#N)N1C(=O)c1ccccc1 (centres undefined)	-7%
O=c1c2ccccc2nc(SCc2cccc(F)c2)n1-c1cccc(S(=O)(=O)N2CCCC2)c1	-10%
Cc1cccc(C(=O)Nc2ccc(C(=O)/C=C/c3cccnc3)cc2)c1	-5%
Cc1ccc(Nc2nnc(C3C(=O)N(C)C4(C)CC3c3cc(Br)ccc3O4)s2)cc1 (centres undefined)	-3%
CN(C)/C=C(\C(=O)c1ccccc1)c1nnnn1-c1ccccc1	0%[57.5 µM]
COc1ccc(C)cc1S(=O)(=O)N(C)CC(=O)N1CCC(C(N)=O)CC1	-4%
CCC(C(=O)Nc1ccc(C(C)C)cc1)c1ccccc1 (centres undefined)	-3%
COc1cccc(OCC(=O)O/N=C(\N)c2ccc(OC)c(OC)c2)c1	0%
COc1ccc(C(=O)N2CCC3(CCCN(Cc4ccncc4)C3)CC2)cc1	-6%
COC(=O)c1ccc(C(=O)OC)c(NC(=S)N2CCN(c3cccc(Cl)c3)CC2)c1	0%
C=CCNC(=O)CSc1nnc(C(CC)N(C)C)n1C1CCCCC1 (centres undefined)	8%[57.5 µM]
CCOc1cc(C=O)ccc1OCC(=O)N1CCCC1	-5%
O=C(O)c1ccc(N[C@@H]2OC[C@@H](O)[C@@H](O)[C@@H]2O)cc1	-9%
CCOC(=O)C1(Cc2cccc(OC)c2)CCN(CC(O)CO)CC1 (centres undefined)	-1%[57.5 µM]
CCOc1ccc(N(CC(=O)Nc2ccccc2C(=O)NC(C)CC)S(C)(=O)=O)cc1 (centres undefined)	-6%
CCN(CC(=O)Nc1ccc(C)c(F)c1)CC(=O)NC(C)(C)C	15%
Cc1cccc(OCc2nnc(SCC(=O)N3CC(=O)Nc4ccccc43)o2)c1	2%[57.5 µM]
COc1ccc(CCNC(=O)C2CCN(C(=O)c3ccc([N+](=O)[O-])cc3)CC2)cc1	3%
Cn1c(Cn2c(=O)sc3ccccc32)nnc1SCC(=O)NCc1ccccc1	-1%
Cc1cccc(NC(=S)NCC(c2cccnc2)N2CCOCC2)c1 (centres undefined)	-12%
O=C1c2ccccc2C(=O)c2c(Nc3ccc(CCO)cc3)ccc(O)c21	14µM*
CCN(CC)S(=O)(=O)c1ccc(/C=C/C(=O)OCC(=O)N(C)C)cc1	-5%
c1ccc(-c2nc3ccccc3[nH]2)nc1	11%
CCc1ccc(C2CC(c3cccc(Cl)c3)n3nc(N)nc3N2)cc1 (centres undefined)	2%
COc1ccc(/C=C(/NC(=O)c2cccs2)C(=O)Nc2ccc(C)cc2)cc1OC	3%

ERK EGF block: what is marked active above
smiles	ERK EGF block
COc1ccc2nc(N=Nc3ccc(O)c4ccccc34)sc2c1	7.1µM*
O=C1c2ccccc2C(=O)c2c(Nc3ccc(CCO)cc3)ccc(O)c21	14µM*

The listing picks up, starting two compounds before the break.
smiles	ERK EGF block
CCc1ccc(C2CC(c3cccc(Cl)c3)n3nc(N)nc3N2)cc1 (centres undefined)	2%
COc1ccc(/C=C(/NC(=O)c2cccs2)C(=O)Nc2ccc(C)cc2)cc1OC	3%
CN1Cc2ccccc2CC1CNCc1c(C(=O)N2CCCC2)nc2ccccn12 (centres undefined)	?
COc1ccc(S(=O)(=O)N/N=C\c2ccc(OC)c(COc3ccc(C)cc3[N+](=O)[O-])c2)cc1	-9%
COc1ccc(N(CC(=O)Nc2ccccc2C)S(=O)(=O)c2ccccc2[N+](=O)[O-])c(OC)c1	7%
COc1ccc(-c2nc3cnc(N4CCNCC4)nc3n(Cc3cccc(OC)c3)c2=O)cc1	1%
O=C(NCc1n[nH]c(=S)n1-c1ccc(Cl)c(Cl)c1)c1cccs1	1%
COc1ccc(NC(=O)/C(=C\c2cccs2)NC(=O)c2ccco2)cc1	1%
CC1SC(C)C(=O)N(CC(=O)Nc2ccc([N+](=O)[O-])cc2)C1=O (centres undefined)	-23%
COc1cccc(C(=O)N/N=C(\CC(C)C)c2ccccc2)c1	12%
O=C(CCC(=O)OCc1cccc([N+](=O)[O-])c1)Nc1ccccc1Cl	-12%
CSc1ccc(CN(C)CC(=O)Nc2ccccc2Br)cc1	-6%
COc1ccccc1CNC(=O)CN1CCN(S(=O)(=O)c2cccs2)CC1	-6%
COC1=C/C(=C/c2c(N)n3c(nc2=O)sc2cc(S(C)(=O)=O)ccc23)C=CC1=O	11%[57.5 µM]
O=C(NC(=O)c1cccc(F)c1)Nc1nc(-c2ccc(F)cc2)cc(C(F)(F)F)n1	-1%
O=C1CC[C@@]23/C=C/C(=O)NCCCCNCCCNC(=O)/C=C/c4ccc(c2c4)OC3C1 (some centres undefined)	12%
O=C1[C@@H]2[C@H](Cc3ccc(O)cc3)N[C@]3(C(=O)Nc4ccccc43)[C@@H]2C(=O)N1c1ccc(F)cc1	-23%[57.5 µM]
CC(=O)c1ccc(Nc2ccc(-c3ccccc3C)nn2)cc1	-9%
CCCCOc1cccc(-c2nnc(NC(=O)CSc3ccc(C)cc3)s2)c1	2%
Cc1csc(NC(=O)[C@@H](NC(=O)c2ccccc2)C(C)C)n1	-1%
C=CCNC(=O)c1cc(C(=O)C(C)c2ncc(C(F)(F)F)cc2Cl)c[nH]1 (centres undefined)	-3%
CCc1ccc(OCC(=O)NC(=S)Nc2ccc(Br)c(C)n2)cc1	-2%
O=C(CSc1ncn[nH]1)Nc1ccc(Cl)c(S(=O)(=O)N2CCOCC2)c1	5%
CCOC(=O)c1oc2cc(C)cc(C)c2c1C	-4%[57.5 µM]
O=C(Nc1cnn(Cc2ccc(Cl)cc2)c1)c1cccs1	3%[57.5 µM]
O=C(NC(C(=O)c1ccccc1)n1c(=O)cc[nH]c1=S)c1ccccc1 (centres undefined)	-2%
CCCCc1ncc(CN2CCC(CC3CCCCO3)(C(=O)OCC)CC2)[nH]1 (centres undefined)	-8%
CCC(C)NC(=O)c1cn(CC)c2cc(N3CCN(C)CC3)c(F)cc2c1=O (centres undefined)	-12%[57.5 µM]
Cc1nc(N2CCOCC2)c2nc(-c3ccccc3)n(CC(C)(C)CN(C)C)c2n1	1%
O=C1c2ccccc2S(=O)(=O)N1Cc1nnc(-c2ccccc2Br)o1	7%
COC(=O)C1=C(O)C2(C(=O)O)CC(C(=O)OC)=C(O)C(C(=O)O)(C1)C2	-1%[57.5 µM]
NC(=O)c1ccc(C23CC4CC(CC(C4)C2)C3)o1	1%
O=c1cc(N2CCCCC2)c(-c2ccccc2)nn1Cc1ccccc1	-3%
COC(=O)c1ccc(C(=O)OCCCc2nc3ccc(N)cc3[nH]2)cc1	6%
O=C(COc1cc(Cl)c(Cl)cc1Cl)N1CCN(c2ccccn2)CC1	6%
COc1ccc(/C=C/C(=O)NC(=S)Nc2ccc(S(=O)(=O)Nc3cc(OC)ncn3)cc2)cc1	8%
O=C1C(=O)c2ccccc2C(O)=C1c1ccccc1F	3%[57.5 µM]
Cn1c(SCCC#N)nnc1-c1ccc(F)cc1	7%
O=C(O)CCC(=O)NNc1ccccc1[N+](=O)[O-]	-3%
COC12NC(=O)N(C)C1(OC)C(=O)N(C)C(=O)N2C (centres undefined)	-4%
O=C(Nc1cccc(S(=O)(=O)N2CCCCCC2)c1)c1cc(=O)c2ccccc2o1	8%
Cn1cccc1C(=O)N1CCC2(CCCN(c3cccc(-c4ccccc4)c3)C2)CC1	-6%
CCCCOC(=O)c1cc(=O)[nH]c(=O)[nH]1	4%[57.5 µM]
CS(=O)(=O)N1CCC2(CC1)CN(c1ccccc1)C2	-10%
CC(C)CN1CCNC(=O)C1CC(=O)NCCc1ccc(C(F)(F)F)cc1 (centres undefined)	-5%
Cc1c(NC(NC(=O)CC(C)C)C(Cl)(Cl)Cl)c(=O)n(-c2ccccc2)n1C (centres undefined)	3%
CC(C)c1ccc(/C=C(\NC(=O)c2ccccc2)C(=O)NCCCN2CCOCC2)cc1	3%[57.5 µM]
CNc1nc2c(C)cccn2c(=O)c1C=Nc1ccc(OC)cc1	-4%
Cc1cc(C)c(C)c(Cn2c(CO)nc3ccccc32)c1C	-4%
O=C(O)CCC(=O)NNC(=O)CCC(=O)Nc1ccccc1	12%
COC(=O)c1ccc(-c2noc(CN(C)CCC3CCCCO3)n2)cc1 (centres undefined)	-4%
Cc1ccc(NNC(=O)c2snnc2C)cc1Cl	2%[57.5 µM]
Cc1ccc(S(=O)(=O)NCCC(c2ccc(F)cc2)c2ccco2)cc1 (centres undefined)	4%
O=C(O)CN1C(=O)/C(=C/c2ccc(SCc3ccccc3)o2)SC1=S	33%
COc1ccc(NC(=S)N(CCCN2CCOCC2)C(C)c2cc3cccc(OC)c3o2)cc1 (centres undefined)	26%
CSc1nc2ccc(NC(=O)NC(=O)c3c(F)cccc3F)cc2s1	4%[57.5 µM]
CCc1nc(SCC(=O)Nc2ccc(N(C)C)cc2)c2ccccc2n1	0%[57.5 µM]
COc1ccc(C2=CC3=C(Br)C(=O)C(C)(OC(=O)c4cnc5ccccc5n4)C(=O)C3=CO2)cc1 (centres undefined)	-8%
CCC1CCc2c(sc(NC(=O)c3ccco3)c2C(N)=O)C1 (centres undefined)	1%
COc1ccc(CCCC(=O)N/N=C/c2cccc(OC)c2O)cc1C	2%
Nc1nnc(SCc2c(F)cccc2Cl)s1	2%[57.5 µM]
Cc1c(NS(=O)(=O)c2ccc(N(C)C3CCCCC3)c([N+](=O)[O-])c2)c(=O)n(-c2ccccc2)n1C	8%

High-throughput results from PubChem BioAssay.
